NR2E3 ag-1 – agonists of human nuclear receptor NR2E3. Q9Y5X4. GST-NR2E3/biotin-RetCOR TR-FRET, 1536-well. inhibition of corepressor binding, % at 4.78 µM. 320,000 compounds, 0.12% hits. AID 2300;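 active = percent inhibition above the cutoff of mean plus 3 SD of all tested compounds, set per screening campaign, cut at about 20% in these data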;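 also: 0% = DMSO wells and 100% = biotin wells as full block of FRET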
Target sequence (Q9Y5X4 whole entry, looked up): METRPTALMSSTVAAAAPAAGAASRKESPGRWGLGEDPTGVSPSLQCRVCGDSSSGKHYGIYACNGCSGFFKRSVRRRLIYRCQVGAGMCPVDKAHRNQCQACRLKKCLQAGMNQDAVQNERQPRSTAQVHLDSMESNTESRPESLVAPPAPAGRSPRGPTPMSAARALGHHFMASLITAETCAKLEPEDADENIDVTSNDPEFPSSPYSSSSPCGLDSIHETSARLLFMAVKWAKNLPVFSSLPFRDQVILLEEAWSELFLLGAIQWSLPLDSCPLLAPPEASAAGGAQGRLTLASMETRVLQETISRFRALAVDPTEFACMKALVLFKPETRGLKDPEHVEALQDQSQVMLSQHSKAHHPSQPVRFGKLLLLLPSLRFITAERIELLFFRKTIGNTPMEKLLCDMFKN
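Test system: GST-NR2E3 and biotin-RetCOR proteins | Quantity: 1.35 nM GST-tagged NR2E3 final | Medium: Tris pH 7.5 | Also added: 7 nM biotin-RetCOR | Dosing: Compound at 4.8 µM, single dose | Timing: 5 h at 4 °C | Detection: Time-resolved FRET | Read-out basis: Percent inhibition | Benchmarks: Biotin wells as high control, 0.6% DMSO wells as low control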
TWEAK-Fn14 inh – inhibitors of TWEAK-Fn14 interaction signaling; TWEAK-stimulated Fn14 reporter cells, luciferase luminescence, 8 h; inhibition, % at 10 µM; 360,000 compounds, 2% hits; AID 1159606; in the data active = inhibition above about 50%
HIF-2a block – blocks HIF-2a reporter activity | 786-0 RCC cells HIF-2a reporter, luciferase luminescence, overnight | inhibition, % at 18.8 µM | 360,000 compounds, 0.72% hits | AID 624352;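 active = inhibition of the luminescence signal of 40% or more relative to plate controls, in a single-dose primary screen at 18.75 µM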
KKLEB cytotox – CF airway cell cytotoxicity counter-screen. KKLEB CF airway cells viability, ATPlite luminescence, overnight; hits give low values; cells stimulated with P. aeruginosa culture filtrate. activity change (cytotoxicity), % at 5 µM. 360,000 compounds, 0.36% hits;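 active = corrected activity change at or below -50% at 5 µM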
Peg3 promoter – reduces Peg3 promoter-driven luciferase expression in HeLa. HeLa PEG-Prom luciferase reporter, luminescence, overnight. inhibition, % at 20 µM. 360,000 compounds, 1.7% hits. AID 588405;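 active = inhibition of at least 50% at 20 µM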
aDG glyco act – alpha-DG glycosylation activation | activation, % at 10 µM | AID 624168 | 360,000 compounds, 0.22% hits | Pro5-aDG cells, alpha-DG glycosylation AlphaScreen (IIH6); 0% Pro5, 100% B10-LARGE cell signal;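 active = activation of at least 8% versus controls, or a plate z-score of at least 8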;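 also: Pro5 are CHO cells carrying HIG-tagged alpha-DG that lacks glycosylation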
CF NFkB block – blocks PAF-induced NF-kB reporter in cystic fibrosis cells | 360,000 compounds, 0.86% hits | KKLEB NF-kB-GFP reporter, GFP fluorescence overnight | inhibition, % at 5 µM;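 active = at least 50% inhibition at 5 µM, scaled per plate between neutral and stimulator controls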;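 also: PAF is a Pseudomonas aeruginosa culture filtrate used as stimulus; plate controls were PAF-stimulated DMSO wells for no effect and unstimulated DMSO wells for full effect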
hiPSC survival – enhancers of human iPSC single-cell survival; survival enhancement, % at 20 µM; 360,000 compounds, 0.044% hits; hiPSC single-cell survival, ATPlite luminescence; 100% = ROCK inhibitor wells, 0% = DMSO; AID 602274; in the data active = survival enhancement above about 18%;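 also: cells exposed to compounds for 16 hours before the ATP read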
TRPM1 prom inh – reduces MITF-dependent TRPM1 promoter luciferase signal | inhibition, % at 12.5 µM | SK-MEL-5 TRPM1 promoter luciferase, 24 h | 330,000 compounds, 0.83% hits;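 active = mean inhibition across replicates of 60% or more, whatever share of single replicates reaches that level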; also: values of inactives mirror those of a sister screen read the other way
Shn3 inh set2 – Schnurri-3 reporter inhibition in Clone20 osteoblasts. Clone20 osteoblast Shn3 3'UTR firefly luciferase, 24 h. inhibition, % at 12.5 µM. 360,000 compounds, 0.52% hits;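 active = mean inhibition of at least 75% with every replicate also reaching 75%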;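 also: 0% = median of neutral control wells and 100% = pilot-screen positive control compound; some compounds past the cut are filed as inactive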
NR2E3 ag-2 – activates human NR2E3 receptor; Q9Y5X4; CHO-S Gal4-NCOR/VP16-NR2E3 two-hybrid, luciferase; inhibition of corepressor binding, % at 3.98 µM; 360,000 compounds, 0.35% hits; AID 602229;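 active = inhibition above the mean of all tested compounds plus 3 SD, cut at about 70% in these data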;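 also: 0% = DMSO with NR2E3 transfected cells and 100% = cells lacking NR2E3 construct; higher means lower luciferase signal from less NR2E3 corepressor binding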
* = called active by the depositor; nt = not tested or not shown; & = joins results of further samples.

SMILES	NR2E3 ag-1	TWEAK-Fn14 inh	HIF-2a block	KKLEB cytotox	Peg3 promoter	aDG glyco act	CF NFkB block	hiPSC survival	TRPM1 prom inh	Shn3 inh set2	NR2E3 ag-2
CCCCCCC[C@@H](C/C=C/CCC(=O)N(C)C/C(=C/Cl)C/C(=C\C(=O)N1CC(OC)=CC1=O)OC)OC	nt	17	9	-61*	41	0.3	54*	35*	75*	82	14
O=C(CN1C(=O)NC2(CCCC2)C1=O)Nc1cc(Cl)ccc1N1CCCCC1	1	-18	8	-4	20	0.4	8	-0.1	-1	10	-2
COc1ccc(Sc2cnn(-c3ccccc3)c(=O)c2Cl)cc1	13	8	-6	-7	3	0.0	6	2.7	37	6	-8
CCC1(CC)NC(=O)N(CC(=O)OC(C)C(=O)Nc2ccc(NC(C)=O)cc2)C1=O (stereo not given)	2	0	10	-6	4	-0.1	2	0.7	-13	0	8
O=C(NCc1ccco1)c1c(F)cccc1Cl	-3	-3	4	13	9	0.0	-6	-3.1	7	5	20
O=C(OCc1cc([N+](=O)[O-])cc2c1OCOC2)c1cccnc1SC(F)F	nt	-42	9	-3	2	0.5	1	-0.1	-4	7	1
CC(C)CCNC(=O)Cc1ccccc1[N+](=O)[O-]	-4	10	-33	4	3	-0.1	11	-0.6	2	-1	-32
Cc1ccc(NNC(=O)c2ccno2)cc1Cl	-3	12	18	7	24	0.1	-24	-0.6	0	-23	21
CCOC(=O)C1=C(N)OC2=C(C(=O)CCC2)C1c1cccs1 (stereo not given)	1	-5	6	5	2	0.1	6	4.5	2	11	4
COc1ccccc1C(=O)NC(=O)COC(=O)c1ccc(C)o1	-1	0	10	3	-7	-0.2	-5	-0.4	0	-20	-6
CCCOC(=O)CSc1nc(N)c(C#N)c(CC)c1C#N	5	-13	1	9	-5	-0.3	-2	-5.4	-4	-1	-6
COc1ccc(-n2nnnc2-c2cnc3cc4c(cc3c2C)OCO4)cc1	0	6	16	-4	-78	-0.1	-4	0.3	11	28	-3
O=C(OCCCc1ccncc1)c1ccc(S(=O)(=O)N2CCOCC2)cc1	0	-11	8	-18	4	-0.1	-7	1.7	7	16	-5
COc1cc(C2Nc3ccccc3C(=O)N2NS(C)(=O)=O)ccc1O (stereo not given)	3	1	17	1	3	-0.1	13	0.7	-2	13	15
O=C(O)CC(NCc1ccco1)C(=O)Nc1cccc(O)c1 (stereo not given)	0	-10	15	7	5	0.0	2	0.0	-4	2	-21
CC(C)(C)CC(=O)Nc1nnc(C(F)(F)F)s1	-2	-2	19	4	5	-0.1	-3	-0.3	3	7	27
O=C(Nc1ccc(F)cc1F)c1ccc(-n2cccn2)c([N+](=O)[O-])c1	3	-39	-43	-22	-17	0.2	4	-2.7	-4	-10	-4
COc1ccccc1C(=O)NC(=O)COC(=O)/C(=C/c1ccccc1)NC(C)=O	-1	12	8	4	4	0.0	6	-0.3	7	-3	-25
CC1CN(c2ncnc3c2c(-c2ccccc2)cn3-c2ccc(F)cc2)CC(C)O1 (stereo not given)	6	29	27	6	46	0.6	39	0.0	0	13	-23
CN(CC(=O)Nc1ccc(Cl)c(C(F)(F)F)c1)C(=O)c1ccc2c(c1)NC(=O)CS2	2	-8	4	-12	29	0.0	-19	2.3	-5	31	23
O=C1C=C(c2cc3ccccc3s2)C[C@@H](c2ccc3c(c2)OCO3)C1	-2	-118	-87	-10	-33	-0.7	24	1.5	4	-35	-12
Cc1ccc2nc(Nc3nc(-c4ccccc4)cc(=O)[nH]3)nc(C)c2c1	2	32	-4	-5	22	-0.1	-6	-0.6	37	-9	-6
CN(C)CCNC(=O)C1CC(=O)N(c2ccc(F)c(Cl)c2)C1 (stereo not given)	-1	-1	0	15	5	-0.1	10	-1.1	3	-3	-19
Oc1ccc(/C=N/Nc2cc(N3CCOCC3)nc(N3CCOCC3)n2)cc1O	0	-22	13	-7	-15	-0.3	10	-1.3	-18	76	-3
CC(C)N1CCN(Cc2nc3ccccc3s2)CC1CCO (stereo not given)	3	1	-2	14	2	-0.1	2	1.8	6	1	-3
COc1ccc(C(=O)COC(=O)c2cnc(C)cn2)c(OC)c1	-5	-6	8	8	-8	-0.2	5	-0.4	-18	1	-17
CCC(C)NC(=O)C(=O)NCc1ccncc1 (stereo not given)	3	6	4	-4	4	-0.2	17	1.5	2	-32	-3
Cc1nc(N2CCOCC2)[nH]c(=O)c1C	1	0	4	1	-25	-0.3	-4	-0.9	7	-9	-2
Cc1ccc2nc(NC(=O)CN3C(=O)NC4(CCCC4)C3=O)sc2c1	-2	-6	-61	-9	-116	-0.1	-6	1.2	18	-68	-45
O=C(N/N=C\c1cccnc1)C1c2ccccc2Oc2ccccc21	-1	-26	21	1	25	-0.6	19	0.5	1	-4	-17
CCOC(=O)c1c(C)oc2c1cc(O)c1ccccc12	1	74*	-37	-5	-303	0.1	-15	-2.4	-45	-52	34
CCOc1ccc(/C=C2\SC(=S)N(CCCC(=O)NCCCN3CCOCC3)C2=O)cc1	-1	25	71*	-12	68*	0.5	5	0.0	57	71	9
O=C(COC(=O)c1nc(Cl)ccc1Cl)NC1CCCCC1	1	7	4	8	-10	-0.1	2	-2.2	-2	-1	-13
O=C(COC(=O)CCc1ccc(S(=O)(=O)N2CCCCC2)cc1)Nc1cccc2ccccc12	-2	0	6	-3	2	-0.3	1	1.7	12	13	-10
COc1ccc(C2(c3ccc(OC)cc3)NC(=O)N(CC(=O)Nc3cc(C)ccc3OC)C2=O)cc1	-2	10	-35	-6	19	-0.4	2	-0.1	17	4	15
COc1ccccc1NC(=O)C(=O)NCc1ccncc1	0	3	7	-20	-8	0.6	23	-1.3	-10	-7	10
CNCc1ccccc1Sc1cccc2ccccc12	1	13	17	2	19	2.5	-7	-0.4	-1	44	-3
O=C(Nc1ccc(CN2CCOCC2)cc1)c1ccc(-c2ccc(Br)cc2)o1	1	28	-28	-10	7	0.9	6	-0.2	0	11	5
COc1n[nH]c(C(=O)Nc2cc(Cl)ccc2Cl)c1[N+](=O)[O-]	4	7	-82	-9	-6	0.1	15	-0.3	7	0	-22
CCN(C1CCS(=O)(=O)C1)S(=O)(=O)c1ccc(Cl)s1 (stereo not given)	nt	6	8	2	4	2.6	-10	-0.3	-9	-9	1
Cn1c(=O)c2cc(NC(=O)NCc3ccccc3)ccc2n1C/C=C/c1ccccc1	nt	-19	-6	-15	-8	-0.2	28	-1.4	nt	-4	-48
CCC(=O)Nc1ccc(Cl)c(NC(=O)c2cccnc2)c1	5	6	0	11	9	-0.2	6	-0.7	4	-21	-10
COc1ccc(Cc2n[nH]c(=O)c3ccccc23)cc1OC	-3	-33	-13	-10	1	-0.4	-18	0.4	2	9	14
O=C(Nc1cc(S(=O)(=O)N2CCCCC2)ccc1O)c1ccccc1NS(=O)(=O)c1ccc(F)cc1	-2	15&15	13&11	-1&8	19&3	0.1&0.0	10&14	0.1&0.9	5&-6	17&-4	21&4
Cc1ccc(CN2CCN(Cc3cccc(C)n3)CC2CCO)cc1 (stereo not given)	1	-11	17	-4	6	0.7	6	0.8	7	8	0
CCN(CC)C(=O)CSc1nc2cc3c(cc2c(=O)n1CCCC(=O)NCc1ccc(OC)cc1)OCO3	4	-14	15	4	6	-0.3	-10	0.6	0	-6	-24
CCCc1cc(=O)[nH]c(SCc2ccccc2)n1	0	12	16	0	3	-0.1	-12	-1.0	7	-20	3
COc1cccc(NC(=S)NNC(=O)c2ccccc2OC(F)F)c1	-4	-16	-79	10	-31	-0.2	6	0.4	-4	6	-39
O=C(COC(=O)c1ccco1)Nc1ccc(Cl)cn1	nt	-4	14	16	7	0.0	-34	0.0	18	-10	13
CN(C(=O)C1CCN(c2ncnc3c2nc2n3CCCCC2)CC1)C1CCCCC1	3	14	27	-2	16	-0.2	7	0.1	16	23	14

3 structures out of the list, ordered by length of the SMILES, high to low.
SMILES	NR2E3 ag-1	TWEAK-Fn14 inh	HIF-2a block	KKLEB cytotox	Peg3 promoter	aDG glyco act	CF NFkB block	hiPSC survival	TRPM1 prom inh	Shn3 inh set2	NR2E3 ag-2
CCCCCCC[C@@H](C/C=C/CCC(=O)N(C)C/C(=C/Cl)C/C(=C\C(=O)N1CC(OC)=CC1=O)OC)OC	nt	17	9	-61*	41	0.3	54*	35*	75*	82	14
O=C1C=C(c2cc3ccccc3s2)C[C@@H](c2ccc3c(c2)OCO3)C1	-2	-118	-87	-10	-33	-0.7	24	1.5	4	-35	-12
O=C(NCc1ccco1)c1c(F)cccc1Cl	-3	-3	4	13	9	0.0	-6	-3.1	7	5	20

The list continues:
SMILES	NR2E3 ag-1	TWEAK-Fn14 inh	HIF-2a block	KKLEB cytotox	Peg3 promoter	aDG glyco act	CF NFkB block	hiPSC survival	TRPM1 prom inh	Shn3 inh set2	NR2E3 ag-2
CNC(=S)Nc1ccc(N2CCN(c3ccc(C(F)(F)F)cn3)CC2)nc1	-2	-10	-6	6	0	0.8	-2	-0.4	-4	22	-9
CN(C(=O)c1cccc(NC(=O)Cc2cccc(NC(=O)C3CCCN(C(=O)C4CCCC4)C3)c2)c1)C1CCC1 (stereo not given)	nt	13	4	-4	-3	-0.1	-22	-0.3	8	13	-6
CCOc1ccc(N2C(=O)CC(Sc3nc(C)cc(C)n3)C2=O)cc1 (stereo not given)	3	-16	6	-5	24	0.1	8	5.7	4	-2	8
COc1ccc(CN(C)C(=O)c2ccc3ccccc3n2)cc1F	5	-1	10	-24	9	-0.1	-2	0.5	-3	19	-4
CCCOc1ccc(CNC(=O)CCC(=O)n2ncc3cc(C)ccc32)cc1	4	-4	5	-13	9	-0.2	23	-1.7	5	2	-22
Cc1nn(-c2ccccc2)c(C)c1C(=O)NCCc1ccccc1	6	-12	-195	3	-252	0.1	7	-0.5	-88	-54	-125
COc1ccc(CC(=O)N2CCN(C(=O)Cc3ccc(OC)cc3)CC2)cc1	-1	0	3	-2	10	-0.2	0	1.0	4	-5	-23
C[C@]12c3[nH]c4ccc(Cl)cc4c3CCN1C(=O)[C@@H](CC(=O)NCCC1=CCCCC1)C[C@@H]2C(=O)N1CCCCC1	nt	26	0	-4	2	0.8	11	-0.1	28	18	-42
CCOCCCNC(=O)C1(O)c2cc(Br)ccc2NC(=O)N1c1ccc(C)c(C)c1 (stereo not given)	2	-2	19	13	0	-0.2	-14	-0.3	2	0	2
Cc1cccc(C(=O)N2CCN(S(=O)(=O)c3ccc4c(c3)OCCCO4)CC2)c1[N+](=O)[O-]	-1	16	16	-3	17	0.1	5	-0.1	5	21	-1
O=C(NCCN1C(=O)S/C(=C/c2cccnc2)C1=O)c1cccs1	3	5	-2	4	8	0.4	-2	5.9	-2	-17	-6
Cc1nc2ccc(NC(=O)N(C(C)C)C(C)C)cc2s1	-1	6	-78	-8	-112	-0.2	12	-1.9	-24	-27	-77
CCCCCCCSc1nnc(-c2ccccc2N)c(=O)[nH]1	1	34	10	2	10	0.0	4	2.7	-7	11	-18
CC(OC(=O)c1cc2ccccc2o1)C(=O)Nc1ccc(N2CCOCC2)cc1 (stereo not given)	2	-11	-28	-10	-16	-0.1	-1	-0.3	-8	-29	-12

Screening results deposited in PubChem BioAssay by several laboratories.

The order is random. About 4.4% of those tested had a hit in this group.
